TNAP activation fold: human TNAP enzyme activators, primary screen, biochemical, luminescent, no phosphate acceptor, uHTS (AID 1001); activation fold at 20 µM; hits with a dose series show EC50 in µM; hit rate 0.03% among 200,000; purified TNAP, luminescent activation assay, no phosphate acceptor; higher activation fold means a stronger effect; Alkaline phosphatase, tissue-nonspecific isozyme (Homo sapiens); in the data active = activation fold from about 3, or a potency from the dose series; inactive = the rest, 99 in 100 with activation fold below about 1.6; also: many of its hits are not listed in these tables
GPR55 beta-arrestin: GPR55 agonists via beta-arrestin recruitment, primary screen, imaging, U2OS cells, beta-arrestin-GFP redistribution (AID 1961) | U2OS GPR55 beta-arrestin-GFP redistribution imaging; higher % means a stronger effect | hit rate 0.048% among 290,000 | one-dose activation, % at 10 µM; EC50 in µM for titrated hits | G-protein coupled receptor 55 (Homo sapiens);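 active = activation above 40% with more than 50 cells counted in the well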;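 also: U2OS osteosarcoma cells stably expressing GPR55 and beta-arrestin-GFP; plate controls were DMSO negative control for no effect and LPI positive control for full effect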
NTR1 ag: agonists of NTR1, primary screen, imaging, U2OS cells, beta-arrestin-GFP, high content (AID 493036) | NTR1-U2OS beta-arrestin-GFP spot imaging, agonist mode | activation, % at 20 µM | hit rate 0.17% among 330,000;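 active = activation at or above 40% of the spot to cytoplasm intensity ratio, with at least 20 cells analyzed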;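 also: 0% = DMSO without peptide and 100% = 100 nM NTR1 peptide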
Target sequence (P30989 whole entry, looked up): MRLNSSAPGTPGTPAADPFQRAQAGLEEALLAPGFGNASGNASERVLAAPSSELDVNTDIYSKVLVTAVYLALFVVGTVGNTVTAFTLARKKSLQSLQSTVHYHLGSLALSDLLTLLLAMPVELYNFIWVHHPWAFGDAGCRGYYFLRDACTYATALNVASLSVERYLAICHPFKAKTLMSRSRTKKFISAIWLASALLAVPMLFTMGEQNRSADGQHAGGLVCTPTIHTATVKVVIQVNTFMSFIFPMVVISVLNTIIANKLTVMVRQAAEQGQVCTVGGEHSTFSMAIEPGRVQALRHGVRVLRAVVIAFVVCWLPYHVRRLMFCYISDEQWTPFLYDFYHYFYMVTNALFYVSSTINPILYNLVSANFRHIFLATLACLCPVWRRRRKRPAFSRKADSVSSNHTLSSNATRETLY
NOD2 inhibition: NOD2 signaling inhibitors, cell-based, luminescence, uHTS, HEK293 (AID 1566); HEK293 NOD2/NF-kB luciferase reporter, luminescence; higher % means a stronger effect; one-dose inhibition, % at 4 µM; EC50 in µM for titrated hits; hit rate 0.63% among 290,000; also: many of its hits are not listed in these tables
NOD1 NF-kB reporter: NOD1 signaling inhibitors, primary screen, cell-based, luminescence, uHTS (AID 1578); NOD1-driven NF-kB luciferase reporter cells, luminescence; higher % means a stronger effect; inhibition, % at 4 µM; hits with a dose series show EC50 in µM; hit rate 1% among 290,000; in the data active = inhibition mostly above about 36%, no sharp cut-off; inactive = mostly below about 34%;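 also: HEK-293T reporter cells stimulated with the NOD1 agonist gamma-tri-DAP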
Yfh1-depleted yeast: enhancers of respiration in Yfh1-depleted yeast, dose response, Friedreich's ataxia, plus single-dose screen (AID 1465) | hit rate 0.074% among 220,000 | S. cerevisiae Yfh1-off respiration, WST-1 reduction, 72 h; higher fold induction means a stronger effect | fold induction at 50 µM, or EC50 in µM where a hit was titrated;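 active = fold induction of absorbance versus untreated yeast above a set limit, then at least 30% activation at any dose in follow-up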;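 also: activators that raise dye reduction in frataxin-depleted yeast; strong numbers were not always called active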
ER stress rescue: rescue of cells from ER stress-induced death, primary screen, 384-well, CSM14.1, thapsigargin, ATP luminescence (AID 1222); CSM14.1 thapsigargin-induced death rescue, ATP luminescence; higher % means a stronger effect; cellular ATP content (survival), % at 20 µM, or EC50 in µM where a hit was titrated; 190,000 tested, under 10 active;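 active = EC50 below 50 µM in the dose-response confirmation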;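 also: death triggered by thapsigargin at about 15 µM added after 2 h compound pretreatment; cell ATP read after overnight thapsigargin exposure of roughly 18 to 22 hours; normalized against plate controls of thapsigargin alone and 5% DMSO vehicle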
KOR beta-arrestin-1: KOR antagonists, beta-arrestin recruitment, cell-based, luminescence, uHTS (AID 1778); Kappa-type opioid receptor (Homo sapiens); KOR beta-arrestin recruitment, luminescence, antagonist mode; higher % means a stronger effect; inhibition, % at 10 µM, or IC50 in µM where a hit was titrated; hit rate 0.091% among 290,000; also: strong numbers were not always called active
KOR beta-arrestin-2: KOR agonists, beta-arrestin recruitment, primary screen, cell-based, luminescence, uHTS (AID 1777) | Kappa-type opioid receptor (Homo sapiens) | KOR beta-arrestin recruitment, luminescence; higher % means a stronger effect | activation, % at 10 µM; hits with a dose series show EC50 in µM | hit rate 0.02% among 280,000; in the data active = activation above about 50%, passing the limit was not always enough; also: a part of the inactive calls stands beside numbers as strong as those of hits
NTR1 ag cell count 20 µM: also measured in NTR1 ag; calls as there; cell count; measured here: cell count, cytotoxicity flag
* hit, by the source's call; i = inactive; nt = no result given; [ ] = another dose, or the depositor's remark. Rule as the data show it, unless noted: active = inhibition above about 50%; inactive = the rest. Not all compounds are listed; rates above refer to the full screens.

1) CCn1c(C)nc2cc(S(N)(=O)=O)ccc21
2) O=CN1CCN(C(=O)c2ccc([N+](=O)[O-])cc2)CC1
3) O=c1[nH]c2ccsc2c(=O)n1-c1ccc(F)cc1
4) Cc1ccc(C)c(S(=O)(=O)NCc2cccnc2)c1
5) COCCCN=Cc1c(C)[nH]n(-c2ccc(Br)c(C)c2)c1=O
6) COc1ccc(-c2nc(CS(=O)(=O)CC(=O)NCCCN3CCN(C)CC3)c(C)o2)cc1
7) O=C(O)CCCN1C(=O)C(=O)/C(=C(/O)c2ccc(Cl)cc2)C1c1ccccc1 (configuration not stated)
8) Fc1cc(Br)ccc1NC(=S)Nc1ccccc1
9) COCCNc1c(-c2ccc(OC)cc2)nc2ccc(Cl)cn12
10) CCOc1ccc(N=C(C)C2=C(O)c3ccccc3C2=O)cc1
Screen / compound no.	1	2	3	4	5	6	7	8	9	10
TNAP activation fold	1.1	1.2	1	1.1	1	nt	nt	0.9	1.1	nt
GPR55 beta-arrestin	0.6%	-0.2%	0.2%	-0.1%	0.4%	-0.3%	0.0%	-0.3%	0.0%	-0.1%
NTR1 ag	2.4	0.1	1.6	-0.9	-1.1	0.2	1.2	1.9	-0.1	1.2
NTR1 ag cell count 20 µM	94	78	36	55	63	62	51	51	43	63
NOD2 inhibition	12%	2%	26%	18%	-136%	0%	19%	14%	-7%	-158%
NOD1 NF-kB reporter	-25%	-22%	10%	-13%	-101%	29%	0%	22%	-29%	-14%
Yfh1-depleted yeast	i	i	i	i	i	nt	i	i	i	i
ER stress rescue	1.9%	1.3%	-1.1%	-0.6%	-2.0%	nt	nt	-1.1%	4.4%	nt
KOR beta-arrestin-1	-30%	-17%	3%	-18%	-16%	-14%	10%	-8%	-38%[20 µM]	-2%
KOR beta-arrestin-2	-0.4%	5.0%	0.3%	-4.6%	2.0%	1.0%	1.3%	1.0%	-9.4%	-0.4%

Reformatted with each value named: entries from further up
1: CCn1c(C)nc2cc(S(N)(=O)=O)ccc21
  TNAP activation fold = 1.1	GPR55 beta-arrestin = 0.6%	NTR1 ag = 2.4	NTR1 ag cell count 20 µM = 94	NOD2 inhibition = 12%	NOD1 NF-kB reporter = -25%	Yfh1-depleted yeast = i	ER stress rescue = 1.9%	KOR beta-arrestin-1 = -30%	KOR beta-arrestin-2 = -0.4%

9: COCCNc1c(-c2ccc(OC)cc2)nc2ccc(Cl)cn12
  TNAP activation fold = 1.1	GPR55 beta-arrestin = 0.0%	NTR1 ag = -0.1	NTR1 ag cell count 20 µM = 43	NOD2 inhibition = -7%	NOD1 NF-kB reporter = -29%	Yfh1-depleted yeast = i	ER stress rescue = 4.4%	KOR beta-arrestin-1 = -38%[20 µM]	KOR beta-arrestin-2 = -9.4%

Ordered by value in NOD2 inhibition (descending): 4 from the list above
No.	smiles	NOD2 inhibition
7	O=C(O)CCCN1C(=O)C(=O)/C(=C(/O)c2ccc(Cl)cc2)C1c1ccccc1 (configuration not stated)	19%
8	Fc1cc(Br)ccc1NC(=S)Nc1ccccc1	14%
5	COCCCN=Cc1c(C)[nH]n(-c2ccc(Br)c(C)c2)c1=O	-136%
10	CCOc1ccc(N=C(C)C2=C(O)c3ccccc3C2=O)cc1	-158%

Continued.
11) COc1cc(/C=N/NC(=O)C(N)=O)cc(OC)c1O
12) O=C(NCCC1=CCCCC1)C1CCCN(S(=O)(=O)c2ccccc2)C1 (configuration not stated)
13) O=C(NCc1cccnc1)c1ccccc1NS(=O)(=O)c1ccc(F)cc1
14) Cc1ccc(NC(=S)N(Cc2ccccc2)C(C)C)cc1
15) CCn1c(-c2ccoc2C)n[nH]c1=S
16) CC(C)c1ccccc1NCC(=O)N1CCN(Cc2ccccc2)CC1
17) Cc1oc(C(=O)O)cc1CSc1nnc(-c2ccccc2)n1C
18) CCc1nc2c(nnn2Cc2ccc(F)cc2)c(=O)[nH]1
19) COCCNC(=S)N1CCN(c2ccc(Cl)cc2)CC1
20) Cc1ccccc1NC(=O)NCCCN1CCCC1
Screen / compound no.	11	12	13	14	15	16	17	18	19	20
TNAP activation fold	1	1	nt	nt	0.9	nt	1.2	1.1	1.1	1.2
GPR55 beta-arrestin	-0.1%	-0.2%	-0.1%	-0.1%	-0.1%	-0.3%	-0.2%	-0.1%	-0.2%	-0.2%
NTR1 ag	-1.7	1.6	1.1	-1.6	-0.9	1.4	-2.9	0.7	-1.0	5.7
NTR1 ag cell count 20 µM	70	54	67	49	54	113	72	38	81	82
NOD2 inhibition	9%	-2%	7%	10%	20%	11%	10%	-16%	9%	-1%
NOD1 NF-kB reporter	-20%	30%	-24%	2%	19%	2%	nt	-19%	-33%	0%
Yfh1-depleted yeast	i	i	nt	i	i	nt	i	i	i	i
ER stress rescue	-0.4%	nt	nt	nt	3.2%	nt	-0.6%	-0.7%	0.1%	1.6%
KOR beta-arrestin-1	9%[20 µM]	-26%	-3%	26%	-1%	6%	10%	-9%	5%	-6%
KOR beta-arrestin-2	-0.8%	-1.2%	1.7%	nt	2.6%	-2.1%	-1.8%	3.2%	-3.3%	16%

21) CC(=O)c1ccc(NC(=O)Cn2c(=O)oc3ccccc32)cc1
22) O=c1c2c3c(sc2n(CCN2CCOCC2)c(=O)n1Cc1ccco1)CCCCC3
23) O=C(/C=C/c1cccs1)NC1CC1
24) CC(=O)c1cc(-c2ccccc2)n(CC(=O)Nc2cccc(C)c2)c1C
25) CCCCN1C(C(=O)Nc2cc(C)on2)=C(O)c2ccccc2S1(=O)=O
26) Cc1ccc(Oc2ncc(CN3CC(C)OC(C)C3)s2)cc1 (configuration not stated)
27) O=C(Cn1cc(C(F)(F)F)cc(Cl)c1=O)Nc1ccc(N2CCOCC2)cc1
28) C=CCOc1cccc(CNCc2ccncc2)c1
29) Cc1ccnc(Nc2nc3ccccc3o2)n1
30) CSc1cccc(NC(=O)CN(c2cccc(C)c2)S(C)(=O)=O)c1
Screen / compound no.	21	22	23	24	25	26	27	28	29	30
TNAP activation fold	nt	1.1	1.1	1.1	nt	1.1	1.1	nt	1.4	1.1
GPR55 beta-arrestin	-0.1%	0.1%	0.1%	0.8%	0.3%	0.0%	-0.2%	-0.1%	-0.3%	-0.1%
NTR1 ag	4.0	7.0	1.1	-0.6	-1.5	-0.1	-0.3	2.9	0.1	0.9
NTR1 ag cell count 20 µM	57	83	43	50	98	92	52	68	92	83
NOD2 inhibition	15%	21%	13%	16%	-1%	13%	6%	9%	-3%	4%
NOD1 NF-kB reporter	-16%	11%	-19%	-9%	-2%	4%	9%	16%	14%	14%
Yfh1-depleted yeast	nt	i	i	i	nt	i	i	nt	i	i
ER stress rescue	nt	-2.3%	-0.4%	7.3%	nt	1.6%	-1.4%	nt	-4.4%	-0.5%
KOR beta-arrestin-1	-6%	-22%	14%	8%	4%	-17%	-50%	-19%[20 µM]	-20%	1%
KOR beta-arrestin-2	4.8%	-3.3%	-1.3%	4.4%	1.4%	-0.7%	11%	0.1%	-3.2%	7.0%

31) O=C(NCCCN1CCOCC1)c1ccc(-c2ccc(Cl)cc2)o1
32) O=c1c(Br)c(N2CCCC2)cnn1-c1ccccc1
33) CC(C)(C)NC(=O)NC(=O)CN1CCN(S(=O)(=O)c2ccc3c(c2)OCCO3)CC1
34) CC(C)(C)OC(=O)C(C)(C)Sc1nnc(N)s1
35) Cc1c(Cl)cccc1NC(=O)CCN1CCCC(C)C1 (configuration not stated)
36) O=[N+]([O-])c1ccc(NCCOc2ccccc2Cl)nc1
37) COc1ccc(CNC(=S)Nc2ccccc2Cl)cc1
38) CSc1ncccc1C(=O)NC(C)C1CC2CCC1C2 (configuration not stated)
39) Clc1ccc2c(c1)c1ccccc1n2CN1CCOCC1
40) CC1(C)NC(=O)N(Cc2cc(=O)n3ccsc3n2)C1=O
Screen / compound no.	31	32	33	34	35	36	37	38	39	40
TNAP activation fold	1	1.1	nt	nt	1.1	nt	nt	1.1	0.9	nt
GPR55 beta-arrestin	-0.1%	0.9%	0.3%	-0.4%	-0.2%	-0.1%	-0.3%	-0.1%	-0.2%	0.2%
NTR1 ag	-1.1	-0.6	1.5	0.3	-0.4	1.0	1.6	1.2	-0.3	-1.1
NTR1 ag cell count 20 µM	82	61	49	48	53	64	61	69	34	55
NOD2 inhibition	-24%	-40%	6%	-1%	11%	-17%	15%	10%	-8%	14%
NOD1 NF-kB reporter	9%	-28%	2%	-8%	20%	-1%	-4%	-17%	21%	-6%
Yfh1-depleted yeast	i	i	i	i	i	nt	nt	i	i	i
ER stress rescue	-1.2%	-5.0%	nt	nt	2.1%	nt	nt	-0.2%	-1.9%	nt
KOR beta-arrestin-1	-31%[20 µM]	nt	10%	-4%	31%	-6%	-20%[20 µM]	-41%[20 µM]	-72%	15%
KOR beta-arrestin-2	-4.1%	0.4%	-2.6%	-1.7%	2.1%	-3.8%	-0.4%	3.5%	-2.7%	0.1%

41) CCOc1ccc(N2CC(C(=O)NCCN3C(=O)S/C(=C\c4ccc(OC)cc4)C3=O)CC2=O)cc1 (configuration not stated)
42) CCN(C(=S)Nc1cc(S(=O)(=O)N2CCOCC2)ccc1Cl)c1cccc2ccccc12
43) Nc1nnc(Cc2ccccc2)s1
44) CN(C)S(=O)(=O)N1CCC(C(=O)O)(c2ccccc2)CC1
45) COc1cccc(C2CC(c3ccc(NS(C)(=O)=O)cc3)=NN2C(=O)c2ccccc2)c1OC (configuration not stated)
46) c1ccc(-c2ccccc2OCCN2CCCCC2)cc1
47) Cc1ccc(S(=O)(=O)N2CCCCC2)cc1NC(=O)COc1ccccc1F
48) CC(C)(C)NC(=O)CCC1COc2ccccc2O1 (configuration not stated)
Screen / compound no.	41	42	43	44	45	46	47	48
TNAP activation fold	1.3	1	1.1	1.1	0.9	1.1	1.1	1.2
GPR55 beta-arrestin	-0.1%	-0.3%	-0.1%	-0.2%	-0.3%	-0.8%	0.7%	0.3%
NTR1 ag	1.1	-0.2	-2.3	0.6	1.4	-0.9	1.0	-1.6
NTR1 ag cell count 20 µM	53	57	79	58	62	66	49	62
NOD2 inhibition	-10%	7%	-2%	4%	-3%	-6%	22%	-22%
NOD1 NF-kB reporter	-16%	3%	-14%	-16%	-9%	-25%	-9%	-15%
Yfh1-depleted yeast	i	i	i	i	i	i	i	i
ER stress rescue	-1.1%	-2.2%	-1.9%	nt	-1.0%	-2.5%	1.5%	-3.6%
KOR beta-arrestin-1	20%	-59%	-2%	-15%	-12%	-3%	5%	21%
KOR beta-arrestin-2	1.0%	7.9%	-1.4%	2.0%	-2.5%	2.7%	-7.3%	-3.0%

Assay outcomes (PubChem BioAssay)
